# ASAP1 GAP inh: inhibitors of human ASAP1 ArfGAP activity, primary screen, biochemical, fluorescence polarization; inhibition, % at 16.5 µM; actives 0.19% (n = 360,000); ASAP1-stimulated ARF1 GTP hydrolysis, GDP FP detection; Arf-GAP with SH3 domain, ANK repeat and PH domain-containing protein 1 (Homo sapiens), …; in the data active = inhibition above about 25%;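 note: 0% = vehicle with enzyme and substrate and 100% = no enzyme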
# Target sequence (Q9ULH1 325-724 limits assumed): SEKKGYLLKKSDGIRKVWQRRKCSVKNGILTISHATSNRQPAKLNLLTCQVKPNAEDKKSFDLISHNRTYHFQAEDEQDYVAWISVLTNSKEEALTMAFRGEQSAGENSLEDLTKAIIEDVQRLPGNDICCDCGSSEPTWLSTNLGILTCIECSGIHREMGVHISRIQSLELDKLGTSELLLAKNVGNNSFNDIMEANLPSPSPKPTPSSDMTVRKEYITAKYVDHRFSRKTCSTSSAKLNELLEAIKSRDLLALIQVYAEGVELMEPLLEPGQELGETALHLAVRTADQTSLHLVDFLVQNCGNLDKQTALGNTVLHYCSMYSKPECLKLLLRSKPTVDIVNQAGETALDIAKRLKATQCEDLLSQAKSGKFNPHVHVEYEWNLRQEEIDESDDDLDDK
# ADAM10 inh: human ADAM10 inhibitors, primary screen, biochemical, QFRET, HTS. Disintegrin and metalloproteinase domain-containing protein 10 (Homo sapiens), O14672. recombinant ADAM10, EDANS/DABCYL FRET peptide cleavage, 3 h. inhibition, % at 7 µM. actives 0.62% (n = 370,000);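 active = inhibition above a per-campaign cutoff equal to the mean of compounds falling between control-based bounds plus 3 SD, cut at about 20% in these data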;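 note: 0% = DMSO wells while the 100% control is not disclosed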
# Tn7 DDE FP: inhibitors of Tn7 peptide binding to fibrin DD(E), primary screen, biochemical, fluorescence polarization, human fibrin, Tn7 probe; Fibrinogen beta chain (Homo sapiens), P02675; FP displacement of FITC-Tn7 peptide from fibrin DD(E); 0% = median of compound wells per plate; inhibition, % at 8.3 µM; actives 0.13% (n = 370,000);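 active = inhibition above the mean of compounds falling within the control limits plus 3 SD of them, cut at about 14% in these data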;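 note: 0% = plate median of compound wells and 100% = 10 µM Aha-Tn7 peptide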
# Target sequence (P02675 whole entry, looked up): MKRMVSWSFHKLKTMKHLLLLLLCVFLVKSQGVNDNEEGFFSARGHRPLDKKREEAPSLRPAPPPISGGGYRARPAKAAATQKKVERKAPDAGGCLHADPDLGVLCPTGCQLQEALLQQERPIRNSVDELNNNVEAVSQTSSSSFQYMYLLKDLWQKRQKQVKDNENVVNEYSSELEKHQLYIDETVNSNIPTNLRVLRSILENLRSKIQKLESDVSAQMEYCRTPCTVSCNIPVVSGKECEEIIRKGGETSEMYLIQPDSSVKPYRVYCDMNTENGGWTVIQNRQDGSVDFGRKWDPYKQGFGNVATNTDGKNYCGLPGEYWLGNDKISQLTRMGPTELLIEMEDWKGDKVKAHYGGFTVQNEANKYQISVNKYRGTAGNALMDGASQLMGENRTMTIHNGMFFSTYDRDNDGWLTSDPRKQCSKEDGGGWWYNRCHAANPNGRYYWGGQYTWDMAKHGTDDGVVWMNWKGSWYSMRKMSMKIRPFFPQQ
#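 System: human fibrin DD(E); quantity: Fibrin-DD(E) at 2 µM final; also added: fluorescent Tn7 probe at 0.1 µM; compound dosing: single nominal test concentration of 8.3 µM per compound; schedule: 10 min preincubation, 3 h with tracer, room temperature; detection: fluorescence polarization of the labelled Tn7 tracer; repeats: one replicate per compound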
# ADAM17 inh: ADAM17 inhibitors, primary screen, biochemical, QFRET | recombinant ADAM17, EDANS/DABCYL FRET peptide cleavage | actives 0.83% (n = 370,000) | Disintegrin and metalloproteinase domain-containing protein 17 (Homo sapiens), P78536 | inhibition, % at 6.95 µM;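 active = inhibition above the mean of compounds lying between control limits plus 3 SD, set per campaign, cut at about 8.5% in these data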;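 note: 0% = DMSO-only wells as the low control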
# PLC-gamma1 inh: PLC-gamma1 enzyme inhibitors, primary screen, biochemical, fluorescence, purified enzyme. fluorogenic substrate. 1-phosphatidylinositol 4,5-bisphosphate phosphodiesterase gamma-1 (Homo sapiens), P19174. actives 0.84% (n = 370,000). inhibition, % at 12.2 µM; in the data active = inhibition above about 9.5%
# ARFGAP1 inh: inhibitors of rat ARFGAP1 GAP activity, primary screen, biochemical, fluorescence polarization, GDP tracer. ADP-ribosylation factor GTPase-activating protein 1 (Rattus norvegicus), Q62848. Arfgap1-stimulated ARF1 GTP hydrolysis, GDP FP detection. inhibition, % at 16.5 µM. actives 0.26% (n = 360,000). AID 651572, 2012;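 active = inhibition above a per-plate limit, mean inhibition of low control wells plus 3 SD, cut at about 25% in these data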;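 note: 0% = DMSO wells with enzyme and 100% = wells lacking Arfgap1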
# Target sequence (Q62848 1-136 limits assumed): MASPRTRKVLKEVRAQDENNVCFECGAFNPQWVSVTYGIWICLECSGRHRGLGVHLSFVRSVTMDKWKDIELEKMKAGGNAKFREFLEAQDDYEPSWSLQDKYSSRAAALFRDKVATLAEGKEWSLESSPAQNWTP
#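 material = rat Arfgap1 catalytic domain, aa 1-136 | also added = human ARF1(Δ1-17)-GTP substrate | compound dosing = one concentration, 16.5 µM, DMSO 1.26% | times = GTP hydrolysis reaction 2 h at 25 °C | measured by = FP, GDP Alexa 633 tracer displaced from anti-GDP antibody, 620/688 nm | evaluation = percent inhibition of Arfgap1-stimulated GTP hydrolysis | replication = single well per compound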
# TDP2 absorb: human TDP2 enzyme inhibitors, primary screen, biochemical, epi absorbance, recombinant enzyme; Tyrosyl-DNA phosphodiesterase 2 (Homo sapiens), O95551; T5PNP hydrolysis, p-nitrophenol absorbance 415 nm; inhibition, % at 12.8 µM; actives 0.34% (n = 370,000); AID 720702, 2013;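 active = inhibition above the mean of all tested compounds plus 3 SD, set per campaign, cut at about 25% in these data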;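 note: 0% = DMSO with enzyme and 100% = buffer with substrate but no TDP2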
#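 Test system: Human TDP2 enzyme | Reagent: 5 mM T5PNP | Compound dosing: 12.8 µM single point, 1% DMSO | Incubation: Enzyme reaction with compound for 2 h at 37 °C | Technique: p-Nitrophenol epi absorbance | Read-out: % inhibition relative to enzyme-containing and enzyme-free wells | Benchmarks: High control without enzyme, low control DMSO plus TDP2 | Replicates: Singlicate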
# PLCb3 inh: human PLC-beta3 inhibitors, primary screen, biochemical, fluorescence; Purified PLC-beta3, fluorogenic substrate; 1-phosphatidylinositol 4,5-bisphosphate phosphodiesterase beta-3 (Homo sapiens), Q01970; actives 0.18% (n = 370,000); AID 720704, 2013; inhibition, % at 12.2 µM; in the data active = inhibition above about 11%;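 note: 0% = median of compound wells on plate and 100% = full blocker control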
# DDE Tn6 FP inh: inhibitors of Tn6 peptide binding to fibrin DD(E), primary screen, biochemical, fluorescence polarization, human fibrin, Tn6 probe; AID 720509, 2013; actives 0.21% (n = 370,000); Fibrin DD(E) TRITC-Tn6 fluorescence polarization displacement; Fibrinogen beta chain (Homo sapiens), P02675; inhibition, % at 8.3 µM;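 active = inhibition above a per-campaign cutoff: mean of compounds within control limits plus 3 SD, cut at about 15% in these data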;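 note: 0% = median of all compound wells on the plate and 100% = blocking peptide control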
# SIAE inh: human SIAE inhibitors, primary screen, biochemical, fluorescence polarization, FP-Rh probe, 1536-well HTS; SIAE FP-Rh probe binding; inhibition, % at 9.66 µM; actives 0.69% (n = 370,000); AID 1053197, 2014;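 active = inhibition above a cutoff: mean of compounds within the control limits plus 3 SD of those, cut at about 17% in these data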;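 note: 0% = plate median of compound wells and 100% = probe without SIAE protein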
# Starred values were filed as active, the others as inactive.
ASAP1 GAP inh	ADAM10 inh	Tn7 DDE FP	ADAM17 inh	PLC-gamma1 inh	ARFGAP1 inh	TDP2 absorb	PLCb3 inh	DDE Tn6 FP inh	SIAE inh	Compound
-8	11	0	4	-11	1	-17	-15	1	-6	COc1ccc(NC(=O)c2sccc2SCc2cccc(C(F)(F)F)c2)cc1
4	-7	5	-2	-11	6	2	-7	1	-7	Cc1ccc2nc(N3CCN(c4ccccc4F)CC3)c(C=O)c(=O)n2c1
-4	5	1	-2	-1	-3	-14	-5	1	-9	CCCC1S/C(=N/N=C/c2ccc(OC)cc2)N(Cc2ccccc2)C1=O (configuration not stated)
5	-1	7	0	6	-5	4	-2	-5	6	COc1ccc(NC(=O)C(=O)Nc2cccc3ccccc23)c(OC)c1
1	-10	1	-1	-1	-6	2	1	-2	6	CC1(C(=O)NS(=O)(=O)Cc2ccccc2C(F)(F)F)CCN1C(=O)c1ccccc1 (configuration not stated)
3	-1	2	2	-2	-18	0	-2	-3	1	COc1ccc(NC(=O)c2cc(C3CCCCN3C(=O)OCc3ccccc3)on2)c(C)c1 (configuration not stated)
-12	6	-1	7	-3	19	-10	-7	-9	8	N#CCC(=O)Nc1ccc(C(=O)OCC(=O)Nc2ccccc2Sc2ccccc2)cc1
-4	-2	0	1	0	-5	-4	2	2	-2	CC1=C(C)C(=O)C(N2CCOCC2)=CC1=O
-3	-4	-9	-5	-6	6	-2	-11	-3	-5	CC(C)Cc1nnc(NC(=O)c2cc(-c3ccncc3)nc3ccccc23)s1
0	14	2	-2	0	1	-2	-1	-6	-8	CC(=O)Nc1cccc(C(=O)N(CCc2ccccc2)Cc2ccccc2)c1
-8	16	4	1	5	6	-14	0	-1	-3	O=C(N/N=C/c1cccnc1)c1cccc(F)c1
-6	0	9	0	3	-2	2	2	-7	6	Cc1cc(NC(=O)COC(=O)C2COc3ccccc3O2)no1 (configuration not stated)
-7	-4	-6	-2	-1	-5	-4	2	4	1	CCCC12CN(C(=O)c3ccc(OC)cc3)CC(C)(CN(C(=O)c3ccc(OC)cc3)C1)C2=O
19	-3	-3	2	2	-12	4	-7	-1	0	Cc1ccc(NS(=O)(=O)c2cccc(C(=O)NCC(c3cccs3)N3CCOCC3)c2)cc1 (configuration not stated)
11	11	3	1	5	11	-6	-3	-1	-3	O=C(CN1CCN(c2ccc(Cl)cc2)CC1)Nc1cccc(F)c1
4	12	2	3	3	-9	-5	4	-6	4	O=C1CN(N=Cc2ccco2)C(=O)N1
-1	-6	1	-3	-2	14	-1	1	0	-5	Cc1csc(NC(=O)C2CCCN2C(=O)Oc2ccccc2)n1 (configuration not stated)
0	-2	-3	4	4	1	-5	6	2	4	O=C(Nc1ccc(O)cc1)/C(=C\c1cccs1)NC(=O)c1ccccc1
-3	-8	-1	0	0	-2	2	2	1	5	CCCOc1ccc(N2C(=O)CC(N(C(=O)c3ccco3)c3ccc(OCCC)cc3)C2=O)cc1 (configuration not stated)
5	-12	-1	-7	-37	6	-13	-44	3	-15	C(=N/Nc1nc(-c2ccccc2)cc(-c2ccccc2)n1)/c1cccnc1
-2	-7	-1	-9	0	5	5	0	-11	12	CC1=C(C(=O)N(C(C)C)C(C)C)CC(CC(=O)NCCCCc2ccccc2)C(=O)N1CCCN1CCCC1=O (configuration not stated)
-14	-9	1	-4	-2	-2	-7	4	1	3	N#Cc1cc([N+](=O)[O-])ccc1NC(=O)COC(=O)CN1C(=O)C2CCCCC2C1=O (configuration not stated)
4	3	-2	2	3	4	-8	2	0	0	NC(=S)NC(=O)c1ccccc1
13	0	-1	0	4	-1	-8	-2	-5	-3	COc1ccc(C(=O)NCc2ccc(C(=O)NCC(OC)OC)cc2)cc1OC
0	-4	-5	-3	0	-1	1	3	-9	-5	COc1cccc(CNc2nc3cc(-c4ccc(F)cc4)sc3c(=O)n2C)c1
8	-15	-4	-6	-5	-1	0	-2	6	2	CC(C)CN1C(=O)CN(S(C)(=O)=O)CC1(C)C(=O)Nc1ccc2c(c1)OCCO2 (configuration not stated)
-4	3	5	-4	-3	4	3	0	6	-11	C=CCOc1ccc(/C=C/C(=O)OCC(=O)NCC(=O)Nc2c(C)cc(C)cc2C)cc1
9	7	1	1	2	3	0	4	-2	13	CCOC(=O)/C(C#N)=c1/s/c(=C2\C=Cc3ccccc3N2CC)c(=O)n1CC
4	-10	1	-2	-3	-7	3	-4	-1	-3	CC(=O)Cn1c(CN2CCCC2)nc2ccccc2c1=O
-13	6	9	0	3	-1	1	-10	5	-5	COc1cccc(C(=O)Nc2cccc(-c3nnc(-c4ccccc4)o3)c2)c1
-2	-5	1	-6	0	-5	-8	-10	-4	6	Cc1cc(C(=O)CS(=O)(=O)c2ccc(Cl)cc2)cc(C)c1O
0	-3	-8	-2	0	-11	5	-7	-3	3	COC(=O)C1CCN(C(=O)COC(=O)c2cc(-c3cccs3)nn2-c2ccccc2)CC1
-4	1	-11	5	8	-11	-7	2	8	-1	CS(=O)(=O)N(CC(=O)NC1CC1)c1cccc(F)c1
-7	-14	6	0	2	10	-5	2	-3	-9	CCOC(=O)c1ccc(NC(=O)COc2ccc(S(=O)(=O)NC(C)C)cc2)cc1
-14	0	3	-5	2	7	7	-4	0	5	COc1cc(C(=O)Nc2cc(C)ccn2)ccc1OCC(=O)N1CCOCC1
8	2	1	2	-4	23	2	-5	-2	-3	COc1cc(OC)cc(C(=O)NCC(=O)OCC(=O)c2cc(C)n(Cc3ccco3)c2C)c1
15	-10	4	-6	0	5	-11	-10	-1	6	COc1ccc(C(=O)COC(=O)c2ccc(Cl)nc2)cc1OC
4	-12	5	-2	-5	8	-6	-14	-4	2	Cc1ccc(C(=O)NC(=S)N2CCN(C)CC2)cc1Br
-6	-12	4	-2	-3	-4	-10	-1	1	-1	Cc1onc(-c2c(F)cccc2Cl)c1C(=O)OCC(=O)NC(N)=O
-2	5	3	-5	0	10	4	2	3	-4	O=C(CN1C(=O)NC2(CCCC2)C1=O)N1CCN(C(=O)c2ccco2)CC1

# Structural class: the entries above containing fluorine.
ASAP1 GAP inh	ADAM10 inh	Tn7 DDE FP	ADAM17 inh	PLC-gamma1 inh	ARFGAP1 inh	TDP2 absorb	PLCb3 inh	DDE Tn6 FP inh	SIAE inh	Compound
-8	11	0	4	-11	1	-17	-15	1	-6	COc1ccc(NC(=O)c2sccc2SCc2cccc(C(F)(F)F)c2)cc1
4	-7	5	-2	-11	6	2	-7	1	-7	Cc1ccc2nc(N3CCN(c4ccccc4F)CC3)c(C=O)c(=O)n2c1
1	-10	1	-1	-1	-6	2	1	-2	6	CC1(C(=O)NS(=O)(=O)Cc2ccccc2C(F)(F)F)CCN1C(=O)c1ccccc1 (configuration not stated)
-8	16	4	1	5	6	-14	0	-1	-3	O=C(N/N=C/c1cccnc1)c1cccc(F)c1
11	11	3	1	5	11	-6	-3	-1	-3	O=C(CN1CCN(c2ccc(Cl)cc2)CC1)Nc1cccc(F)c1
0	-4	-5	-3	0	-1	1	3	-9	-5	COc1cccc(CNc2nc3cc(-c4ccc(F)cc4)sc3c(=O)n2C)c1
-4	1	-11	5	8	-11	-7	2	8	-1	CS(=O)(=O)N(CC(=O)NC1CC1)c1cccc(F)c1
-6	-12	4	-2	-3	-4	-10	-1	1	-1	Cc1onc(-c2c(F)cccc2Cl)c1C(=O)OCC(=O)NC(N)=O

# 4 of the compounds above, with values under each structure.
# Below each compound – ASAP1 GAP inh	ADAM10 inh	Tn7 DDE FP	ADAM17 inh	PLC-gamma1 inh	ARFGAP1 inh	TDP2 absorb	PLCb3 inh	DDE Tn6 FP inh	SIAE inh
NC(=S)NC(=O)c1ccccc1
    4	3	-2	2	3	4	-8	2	0	0
COc1ccc(C(=O)NCc2ccc(C(=O)NCC(OC)OC)cc2)cc1OC
    13	0	-1	0	4	-1	-8	-2	-5	-3
COc1cccc(CNc2nc3cc(-c4ccc(F)cc4)sc3c(=O)n2C)c1
    0	-4	-5	-3	0	-1	1	3	-9	-5
CC(C)CN1C(=O)CN(S(C)(=O)=O)CC1(C)C(=O)Nc1ccc2c(c1)OCCO2 (configuration not stated)
    8	-15	-4	-6	-5	-1	0	-2	6	2

# Later entries:
ASAP1 GAP inh	ADAM10 inh	Tn7 DDE FP	ADAM17 inh	PLC-gamma1 inh	ARFGAP1 inh	TDP2 absorb	PLCb3 inh	DDE Tn6 FP inh	SIAE inh	Compound
-14	1	-1	-5	1	-1	15	-3	-2	-7	COc1ccc(NC(=O)CC(Cc2ccc(Cl)cc2)C(=O)O)cc1 (configuration not stated)
-4	-8	-10	1	1	12	1	-7	3	1	CC1=C(c2ccccc2)C(=O)C(C)(C)CC1=O
15	-8	1	-7	-3	-5	-4	-2	2	2	O=C(CCNS(=O)(=O)c1ccc(Cl)cc1)NCc1cccnc1
-1	7	3	3	2	10	7	5	0	8	O=S(=O)(c1ccc(NCCc2c[nH]c3ccccc23)nc1)N1CCOCC1

# Compound activity deposited in PubChem by The Scripps Research Institute Molecular Screening Center.
